EZH2 inh – EZH2/PRC2 methyltransferase inhibitors, primary screen, biochemical, DELFIA time-resolved fluorescence, single point. PRC2 H3K27 methylation, DELFIA TRF, 1 h. inhibition, % at 12.5 µM. 57,000 tested, 0.35% active;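 active = mean inhibition of replicates at least 50% and every single replicate also reaching 50%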;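 note: dimethyl H3K27 on biotinylated H3 21-44 peptide detected by antibody; plate controls were median neutral control wells for no effect and median positive control wells for full effect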
IDH1 R132H inh – inhibitors of IDH1 R132H reductase, primary screen, biochemical, plate reader, single point | Isocitrate dehydrogenase [NADP] cytoplasmic (Homo sapiens), O75874 | diaphorase/resazurin fluorescence, 60 min | inhibition, % at 10 µM | 70,000 tested, 0.18% active; in the data active = inhibition above about 34%;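 note: 0% = DMSO and 100% = no enzyme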
Target sequence (O75874 whole entry R132H): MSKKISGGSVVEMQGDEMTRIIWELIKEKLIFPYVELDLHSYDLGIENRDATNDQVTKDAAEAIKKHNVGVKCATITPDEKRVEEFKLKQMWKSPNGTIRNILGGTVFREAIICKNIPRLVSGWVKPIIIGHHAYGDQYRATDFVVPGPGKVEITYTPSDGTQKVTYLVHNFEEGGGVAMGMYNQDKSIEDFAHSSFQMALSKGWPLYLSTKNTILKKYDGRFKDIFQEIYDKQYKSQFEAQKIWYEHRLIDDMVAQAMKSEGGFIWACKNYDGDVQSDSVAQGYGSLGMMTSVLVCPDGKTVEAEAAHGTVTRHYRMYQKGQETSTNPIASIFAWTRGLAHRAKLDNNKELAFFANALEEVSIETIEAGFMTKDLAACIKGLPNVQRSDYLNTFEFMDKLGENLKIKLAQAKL
An asterisk follows results filed as active; . = not tested or not shown; & = joins results of further samples.

Start of the data: the first 2 compounds, ahead of the listing:
SMILES,IDH1 R132H inh,EZH2 inh
O=C(CCSc1nc2ccccc2s1)Nc1ccccc1Cl,-0.1,5.6
Cc1noc(C)c1S(=O)(=O)Nc1ccc2c(c1)C(=O)N([C@H](C)CO)C[C@H](C)[C@H](CN(C)C(=O)c1ccncc1)OCCCC[C@@H](C)O2,-3.1,.

All compounds of this part, previewed entries included:
SMILES,IDH1 R132H inh,EZH2 inh
O=C(CCSc1nc2ccccc2s1)Nc1ccccc1Cl,-0.1,5.6
Cc1noc(C)c1S(=O)(=O)Nc1ccc2c(c1)C(=O)N([C@H](C)CO)C[C@H](C)[C@H](CN(C)C(=O)c1ccncc1)OCCCC[C@@H](C)O2,-3.1,.
Cc1ccc(S(=O)(=O)N(C)C[C@H]2Oc3c(NC(=O)c4ccc(-c5nccs5)cc4)cccc3C(=O)N([C@H](C)CO)C[C@H]2C)cc1,-3.5,.
CC(C)(C)c1ccc(S(=O)(=O)CCSc2nc3ccccc3o2)cc1,-0.4,14.3
CCOc1ccccc1NC(=O)NCc1cccnc1,-0.3,0.3
CCCN(C)C[C@@H]1Oc2ncc(-c3ccccc3F)cc2C(=O)N([C@@H](C)CO)C[C@@H]1C,0.5,-7.4
Cc1noc(C)c1S(=O)(=O)Nc1ccc2c(c1)C(=O)N([C@H](C)CO)C[C@H](C)[C@H](CN(C)C)OCCCC[C@@H](C)O2,4.5,.
C[C@H]1CN([C@@H](C)CO)C(=O)Cc2cc(NC(=O)Nc3ccccc3)ccc2O[C@H]1CN(C)S(=O)(=O)c1cccs1,0.0,.
CCS(=O)(=O)Nc1ccc2c(c1)C(=O)N(C)C[C@@H](OC)[C@H](C)CN(C(=O)COC)[C@H](C)CO2,-0.3,-2.5
CC(C)NC(=O)N(C)C[C@@H]1Oc2ncc(C#CC3(O)CCCC3)cc2C(=O)N([C@@H](C)CO)C[C@H]1C,-1.9,17.6
COCc1cn(CC[C@H]2CC[C@H](NC(=O)Nc3ccc4c(c3)OCO4)[C@H](CO)O2)nn1,0.2,-1.4
O=C(NC1CC1)C1=C[C@@H](c2coc3ccccc3c2=O)C[C@@H](OCCCCO)O1,.,0.5
COc1ccc(NC(=O)N(C)C[C@H]2Oc3c(NS(=O)(=O)c4cn(C)cn4)cccc3C(=O)N([C@H](C)CO)C[C@@H]2C)cc1,-0.9,.
CO[C@@H]1CN(C)C(=O)c2ccc(NC(=O)c3nc4ccccc4s3)cc2OC[C@@H](C)N(Cc2cccnc2)C[C@H]1C,.,-41.4
O=C(CCN1CCCCC1)N[C@H]1CC[C@@H](CCn2cc(-c3cccc(F)c3)nn2)O[C@H]1CO,-0.2,8.6
CO[C@@H](CN(C)Cc1nccs1)[C@H](C)CN([C@@H](C)CO)S(=O)(=O)c1ccc(C)cc1,0.0,-11.9
COCC(=O)N(C)C[C@@H]1Oc2ncc(Br)cc2C(=O)N([C@H](C)CO)C[C@H]1C,-0.2,8.2
CCC(=O)Nc1ccc2c(c1)C(=O)N(C)C[C@@H](OC)[C@H](C)CN(C(=O)c1ccccn1)[C@@H](C)CO2,-0.1,2.7
COc1ccc(S(=O)(=O)Nc2ccc3c(c2)C(=O)N([C@@H](C)CO)C[C@H](C)[C@@H](CN(C)S(=O)(=O)c2ccc(Cl)cc2)O3)cc1,1.1,.
Cc1ccc(S(=O)(=O)Nc2ccc3c(c2)CC(=O)N([C@@H](C)CO)C[C@H](C)[C@@H](CN(C)C(=O)NC2CCCCC2)O3)cc1,-7.3,5.1
C[C@H]1CN([C@@H](C)CO)C(=O)Cc2cc(NC(=O)Cn3cnnn3)ccc2O[C@H]1CN(C)S(=O)(=O)c1ccccc1,0.3,.
COc1ccc(S(=O)(=O)N(C)C[C@@H]2OCc3ccccc3-c3c(n(C)c4ccccc34)C(=O)N([C@@H](C)CO)C[C@@H]2C)cc1,-0.4,-19.5
CCCCCCCCCCCCCC(=O)N[C@H](C)[C@@H](O)c1ccccc1,-1.4,10.8
Cc1noc(C)c1NC(=O)Nc1cccc2c1O[C@H](CN(C)Cc1ccncc1)[C@@H](C)CN([C@H](C)CO)C2=O,2.2,-0.5
C[C@H](CO)N1C[C@H](C)[C@@H](CN(C)C(=O)Nc2ccc3c(c2)OCO3)OCCCC[C@H](C)Oc2ccc(NS(C)(=O)=O)cc2C1=O,3.0,.
COc1ccc(/C=C/c2cc(O)cc(O[C@@H]3O[C@H](CO)[C@@H](O)[C@H](O)[C@H]3O)c2)cc1,0.3,-0.4&6.1
c1ccc2cc(C3=NCCN3)ncc2c1,-0.6,-10.8
CCCN1C[C@@H](C)[C@@H](OC)CN(C)C(=O)c2cc(NC(=O)c3ccno3)ccc2OC[C@H]1C,-0.4,-2.9
CO[C@H]1CN(C)C(=O)c2ccc(NC(C)=O)cc2OC[C@H](C)N(Cc2ccccc2F)C[C@H]1C,-0.4,3.7
O=[N+]([O-])c1ccc(O)c(Nc2ncnc3ccccc23)c1,0.1,1.4

5 of the compounds above, with two lines to a compound:
Value order: IDH1 R132H inh	EZH2 inh
COCc1cn(CC[C@H]2CC[C@H](NC(=O)Nc3ccc4c(c3)OCO4)[C@H](CO)O2)nn1
  0.2	-1.4
C[C@H](CO)N1C[C@H](C)[C@@H](CN(C)C(=O)Nc2ccc3c(c2)OCO3)OCCCC[C@H](C)Oc2ccc(NS(C)(=O)=O)cc2C1=O
  3.0	.
COc1ccc(S(=O)(=O)Nc2ccc3c(c2)C(=O)N([C@@H](C)CO)C[C@H](C)[C@@H](CN(C)S(=O)(=O)c2ccc(Cl)cc2)O3)cc1
  1.1	.
Cc1noc(C)c1NC(=O)Nc1cccc2c1O[C@H](CN(C)Cc1ccncc1)[C@@H](C)CN([C@H](C)CO)C2=O
  2.2	-0.5
Cc1noc(C)c1S(=O)(=O)Nc1ccc2c(c1)C(=O)N([C@H](C)CO)C[C@H](C)[C@H](CN(C)C(=O)c1ccncc1)OCCCC[C@@H](C)O2
  -3.1	.

Further records follow:
SMILES,IDH1 R132H inh,EZH2 inh
COc1cccc(NC(=O)C(C)N(c2cc(C)cc(C)c2)S(C)(=O)=O)c1 (stereo not given),-0.2,-33.5
COc1ccccc1-c1ccc2c(c1)O[C@H](CN(C)S(=O)(=O)c1ccc(F)cc1)[C@H](C)CN([C@@H](C)CO)S2(=O)=O,2.4,1.0
COCC#Cc1ccc2c(c1)O[C@@H](CN(C)C(=O)C1CC1)[C@H](C)CN([C@@H](C)CO)S2(=O)=O,.,-19.9
Cc1noc(C)c1NC(=O)Nc1ccc2c(c1)C(=O)N([C@@H](C)CO)C[C@@H](C)[C@H](CN(C)C(=O)NC(C)C)OCCCC[C@H](C)O2,0.2,.
Cc1noc(C)c1NC(=O)Nc1cccc2c1O[C@@H](CN(C)S(=O)(=O)c1ccc(F)cc1)[C@@H](C)CN([C@H](C)CO)C2=O,2.8,.
CC(C)NC(=O)N[C@H]1CC[C@H](CC(=O)NCCCN(C)C)O[C@@H]1CO,0.3,5.8
C[C@@H]1CN([C@@H](C)CO)C(=O)c2cccc(NC(=O)Nc3ccc(C(F)(F)F)cc3)c2O[C@H]1CN(C)C,-0.2,.
COc1ccccc1NC(=O)CSc1ncccn1,0.3,1.1
COc1ccc(NC(=O)CN(C)S(=O)(=O)c2ccc(C)cc2)c(OC)c1,-0.3,-0.7
O=C(Nc1ccc2c(c1)[C@H]1C[C@@H](CC(=O)N3CCc4ccccc4C3)O[C@@H](CO)[C@H]1O2)NC1CCCC1,0.2,-10.7
C[C@H](CO)N1C[C@H](C)[C@H](CN(C)C)Oc2ccc(NC(=O)NC3CCCCC3)cc2CC1=O,0.3,.
COc1ccccc1NC(=O)N[C@@H]1CC[C@@H](CCNC(=O)Cc2ccccn2)O[C@H]1CO,-0.5,-9.1
C[C@@H]1CN([C@H](C)CO)C(=O)c2cc(NC(=O)Nc3ccccc3)ccc2O[C@@H](C)CCCCO[C@@H]1CN(C)C(=O)C1CCCCC1,-1.3,.
C[C@@H]1CN([C@@H](C)CO)C(=O)c2cc(-c3ccccc3F)cnc2O[C@H]1CN(C)Cc1ccccc1F,-5.8,-5.3
Cc1cccc(-n2c(SCC(=O)Nc3ccc(C)cc3Br)nnc2-c2ccncc2)c1,-0.2,-21.4
C[C@@H]1CN([C@@H](C)CO)C(=O)Cc2cc(NC(=O)CCC(F)(F)F)ccc2O[C@H]1CN(C)S(=O)(=O)c1cccs1,0.4,.
Cc1noc(C)c1S(=O)(=O)Nc1ccc2c(c1)CC(=O)N([C@@H](C)CO)C[C@@H](C)[C@H](CN(C)C(=O)NC(C)C)O2,2.7,.
C[C@H]1CN([C@@H](C)CO)C(=O)c2cc(C#CC3(O)CCCC3)cnc2O[C@@H]1CN(C)C(=O)C1CCOCC1,0.0,0.2
C[C@H]1CN([C@@H](C)CO)C(=O)Cc2cc(NC(=O)C3CCCCC3)ccc2O[C@@H]1CN(C)Cc1ccc(C(=O)Nc2ccccc2N)cc1,0.2,-21.0
CC(C)C#Cc1ccc2c(c1)O[C@@H](CN(C)S(C)(=O)=O)[C@H](C)CN([C@H](C)CO)S2(=O)=O,1.8,6.7
C[C@@H]1CN([C@@H](C)CO)C(=O)c2cc(C#CC(C)(C)O)cnc2O[C@@H]1CN(C)C(=O)C1CC1,.,4.9
COc1ccc(-c2cnc3c(c2)C(=O)N([C@H](C)CO)C[C@@H](C)[C@H](CN(C)Cc2ccc(C(=O)O)cc2)O3)cc1,-6.4,-1.6
CN(C)CCCN1C(=O)[C@@]2(Cc3ccccc31)c1ccccc1C(=O)N(C1CCCCC1)[C@H]2c1ccc(CO)cc1,.,2.7
CO[C@@H]1CN(C)C(=O)c2ccc(NC(=O)C3CCCC3)cc2OC[C@H](C)N(C(=O)CC2CC2)C[C@H]1C,0.0,-5.3
O=C(NCC[C@H]1CC[C@@H](NS(=O)(=O)Cc2ccccc2)[C@H](CO)O1)C1CCCCC1,-0.1,-4.4
Nc1nc(SCC(=O)N2CCC(c3noc4ccc(F)cc34)CC2)n[nH]1,0.2,0.4
C[C@@H]1CCCCO[C@@H](CN(C)Cc2ccccc2)[C@H](C)CN([C@@H](C)CO)C(=O)c2cc(NC(=O)c3ccccc3)ccc2O1,-0.1,.
COc1cc2c(cc1OC)CN(C(=O)CSc1ncnc3sc4c(c13)CCC(C)C4)CC2 (stereo not given),-0.3,2.1
C[C@H](CO)N1C[C@H](C)[C@H](CN(C)C(=O)Nc2ccc(F)cc2)Oc2c(NC(=O)C3CCCCC3)cccc2C1=O,9.6,.
COc1ccc(CN(C)C[C@@H]2OCCCC[C@H](C)Oc3ccc(NS(=O)(=O)c4ccccc4)cc3C(=O)N([C@H](C)CO)C[C@H]2C)cc1,1.5,.
CC(C)NC(=O)N(C)C[C@H]1Oc2c(NS(=O)(=O)c3ccc(F)cc3)cccc2C(=O)N([C@H](C)CO)C[C@@H]1C,0.9,.
C[C@@H]1CN([C@H](C)CO)C(=O)c2cccc(NS(=O)(=O)c3ccc(Cl)cc3)c2O[C@@H]1CN(C)CC1CCCCC1,3.1,-10.7
CNC[C@@H]1Oc2ncc(-c3cccc(C(F)(F)F)c3)cc2C(=O)N([C@H](C)CO)C[C@@H]1C,0.4,-7.2
C[C@H](CO)N1C[C@H](C)[C@@H](CN(C)C(=O)c2cccc(F)c2)Oc2ncc(C3=CCCCC3)cc2C1=O,-0.4,.
C[C@@H]1CCCCO[C@H](CN(C)Cc2ccccc2)[C@H](C)CN([C@H](C)CO)C(=O)c2cc(NS(=O)(=O)c3ccccc3)ccc2O1,1.7,.
C[C@@H]1CN([C@@H](C)CO)C(=O)c2cccc(NS(=O)(=O)c3ccccc3)c2O[C@H]1CN(C)S(=O)(=O)c1ccc(F)cc1,1.0,.
C[C@H]1CN([C@@H](C)CO)C(=O)c2cc(/C=C/c3ccccc3)cnc2O[C@@H]1CN(C)S(=O)(=O)c1cn(C)cn1,-2.6,8.0
COc1ccc(S(=O)(=O)Nc2ccc3c(c2)CC(=O)N([C@H](C)CO)C[C@H](C)[C@H](CN(C)C(=O)NC2CCCCC2)O3)cc1,-6.8,.
CCOC(=O)Cc1[nH]nc2c1C(C1CC=CCC1)C(C#N)=C(N)O2 (stereo not given),-0.4,0.1
CCCN1C[C@@H](C)[C@H](OC)CN(C)C(=O)c2cc(NC(=O)C3CCC3)ccc2OC[C@@H]1C,.,12.3
COc1ccc(S(=O)(=O)N(C)C[C@H]2Oc3ccc(NS(=O)(=O)c4cn(C)cn4)cc3CC(=O)N([C@H](C)CO)C[C@@H]2C)cc1,-2.5,.
COc1ccc(S(=O)(=O)N(C)CC(=O)Nc2cccc(F)c2)cc1Cl,0.2,-5.8
C[C@@H]1CN([C@@H](C)CO)C(=O)c2cc(NS(=O)(=O)c3cccs3)ccc2O[C@@H]1CN(C)Cc1ccc(C(F)(F)F)cc1,2.8,-18.4
CC(=O)c1cccc(NC(=O)CN(C2CCCCC2)S(C)(=O)=O)c1,-0.3,2.9
CO[C@H]1CN(C)C(=O)c2cc(NC(C)=O)ccc2OC[C@H](C)N(C(=O)CN2CCOCC2)C[C@@H]1C,0.0,9.3
COc1ccc(C#Cc2ccc3c(c2)O[C@H](CN(C)C(=O)NC2CCCCC2)[C@@H](C)CN([C@@H](C)CO)S3(=O)=O)cc1,1.4,5.5
C[C@@H]1CN([C@@H](C)CO)C(=O)CCCn2nncc2CO[C@H]1CN(C)C(=O)c1ccc(N2CCN(C)CC2)cc1,.,-20.0

This is a subset; the hit share may differ from the screen's.
